SRC1 TRFRET art – TR-FRET artefact, counter-screen to PPARgamma/SRC-1 agonist assay | TR-FRET detection artefact counter-screen, emission ratio; active compounds read high | TR-FRET ratio at 8 µM | hit rate 0.34% among 99,000; in the data active means TR-FRET ratio above about 2300; further: inactives centre near 1800; reference of the scale not given here
SRC3 TRFRET art – TR-FRET artefact, counter-screen to PPARgamma/SRC-3 agonist assay | PPARgamma/SRC-3 format; active compounds read high | TR-FRET ratio at 8 µM | hit rate 0.39% among 99,000 | AID 1048; in the data active means TR-FRET ratio above about 2000; further: inactives centre near 1600; reference of the scale not given here
Starred values were filed as active, the others as inactive; & = joins results of further samples.

SMILES | SRC1 TRFRET art | SRC3 TRFRET art
Cc1ccc(-c2nc(NCc3ccc(F)cc3)n(S(C)(=O)=O)n2)cc1 | 1922 | 1483
CC(=O)Nc1cccc(NC(=O)CSc2ncc(-c3ccccc3)[nH]2)c1 | 1663 | 1570
CN(C)Cc1ccccc1Sc1ccc(Br)cc1 | 1703 | 1431
O=C(CCl)Nc1c[nH]c(=O)[nH]c1=O | 2017 | 1795
CCN(CCn1cccn1)C(=O)CC1C(=O)NCCN1CC1CCCCC1 (stereo unspecified) | 1748 | 1636
O=C(Nc1ccccc1)c1cc(S(=O)(=O)N2CCSCC2)ccc1Cl | 1744 | 1478
N#C/C(=C/c1ccc(N2CCCCC2)o1)C(=O)Nc1ccc2ccccc2c1 | 1977 | 1551
C=CCn1c(C)cc(C2=NNC(=NC(C)(C)C)SC2)c1C | 1869 | 1687
O=C1/C(=C/c2ccco2)N=C(N2CCCCC2)N1c1ccccc1 | 1607 | 1450
O=C(COC(=O)c1cc(Br)c(Br)s1)NCCC1=CCCCC1 | 1652 | 1628
O=C(NNC(=O)c1cccc2ccccc12)c1ccc(-c2ccccc2)cc1 | 1766 | 1382
CC(=O)NS(=O)(=O)c1ccc(NC(=O)c2cccc(S(=O)(=O)N3CCc4ccccc43)c2)cc1 | 1664 | 1476
COc1ccc(C(c2nnnn2C(C)(C)C)N2CCN(C)CC2)cc1OC (stereo unspecified) | 1629 | 1746
C/C(=N\NC(=O)c1cccc(N/N=C(\C)c2ccccc2)c1)c1ccccc1 | 1870 | 1660
O=C(NC1CCCCCC1)c1nnc(Cc2ccc(Cl)cc2)o1 | 1874 | 1674
COCCCNC(=O)c1cc(S(=O)(=O)N2CCOCC2)ccc1SCc1cccc(OC)c1OC | 1920 | 1702
CCCn1c(SCC(=O)N2CCCCC2)nnc1-c1ccccn1 | 1896 | 1597
CC(C(=O)N=Nc1c(O)[nH]c2ccccc12)n1cnc2ccccc2c1=O (stereo unspecified) | 1944 | 1664
COc1ccc(N2C(=O)CCC(C(=O)Nc3cccc(C)n3)C2c2ccc(OC)c(OC)c2)cc1 (stereo unspecified) | 1782 | 1503
CC(C)Oc1ccc(/C=N/NC(=O)c2ccc(N(Cc3ccccc3)S(C)(=O)=O)cc2)cc1 | 1668 | 1359
COc1ccc(/C=N/NC(=S)Nc2cccc(C(=O)O)c2)cc1 | 1798 | 1657
CC(C)C[C@H](NC(=O)c1ccc(OC2CCN(C(=O)C3CC3)CC2)cc1)C(N)=O | 1754 | 1497
CC(=O)Nc1cc2c(cc1NC(=O)Cn1nnc(-c3ccc(C)o3)n1)OCCO2 | 2035 | 1729
CO/N=C(\C(=O)N[C@@H]1C(=O)N2C(C(=O)O)=C(COC(N)=O)CS[C@H]12)c1ccco1 | 1800 | 1711
CCCn1nnnc1NCc1ccc(F)cc1 | 1460 | 1588
Cc1ccccc1OCC(=O)OC(C(=O)c1ccccc1)c1ccccc1 (stereo unspecified) | 1667 | 1574
Cc1ccc(-c2nnn(CC(=O)N(CCN3CCOCC3)C(C(=O)NC(C)(C)C)c3ccco3)n2)cc1 (stereo unspecified) | 1850 | 1603
CCO[C@@H]1OC(C(=O)O)=C[C@H](c2coc3ccccc3c2=O)[C@H]1CCCO | 1773 | 1540
O=c1c(/C=N/O)coc2ccc3ccccc3c12 | 1861 | 1415
Cc1ccc(COC(=O)CCc2nc3ccccc3c(=O)[nH]2)cc1 | 1911 | 1636
COc1ccc(CCNC(=O)CN(CCc2ccccc2)S(C)(=O)=O)cc1 | 1673 | 1491
O=S(=O)(c1ccccc1)N1N=C(c2ccccc2)CC1c1ccccc1 (stereo unspecified) | 2046 | 1765
CCOC(=O)N1CCC(N(CCN(C)C)C(=S)Nc2cc(C)cc(C)c2)CC1 | 1780 | 1505
CCNC(=O)c1ccc(CSc2ccc(Cl)cc2)cc1 | 1669 | 1569
Cc1ccc(NC(=S)NC(=O)/C=C/c2ccco2)c(O)c1 | 1968 | 1606
CC(C)S(=O)(=O)CC(=O)c1ccc(Cl)cc1 | 1910 | 1532
Cc1c(C(=O)NCc2ccc3c(c2)cc(C)n3C)cccc1[N+](=O)[O-] | 1736 | 1706
C/C(Cn1cnc([N+](=O)[O-])n1)=N\NC(=O)c1ccc(Br)cc1 | 1705 | 1633
O=C(O)c1ccc2c(c1)C(=O)N(c1cccc(C(=O)/C=C/c3ccccc3)c1)C2=O | 1516 | 1421
C=CCn1c(O)c(N=NC(=S)Nc2cccc(OC)c2)c2ccccc21 | 1620 | 1623
Cc1ccc2cccc(Oc3ccc([N+](=O)[O-])cc3[N+](=O)[O-])c2n1 | 1936 | 1568
COc1cccc(C2NC(=O)c3ccccc3O2)c1OCc1ccccc1F (stereo unspecified) | 1772 | 1431
O=C(Oc1ccnc2cc(Cl)ccc12)N1CCCCCC1 | 1889 | 1591
c1ccc(-c2csc(-n3cccn3)n2)cc1 | 1743 | 1482
O=S(=O)(Nc1nc2ccccc2nc1Nc1ccc2c(c1)OCO2)c1ccccc1 | 1775 | 1613
CCc1ccc(CN(C)Cc2nc(-c3cccc(Cl)c3)no2)nc1 | 1550 | 1628
CN(CC(=O)Nc1ccc(F)cc1)c1ccc(S(=O)(=O)N2CCCCC2)cc1[N+](=O)[O-] | 2001 | 1705
C=CCn1c(P(C)(=O)O)nc2ccccc21 | 1552&1674 | 1652&1625
CC(C)CN1C2CCCC1CC(NC(=S)NCc1ccco1)C2 (stereo unspecified) | 1768 | 1625
O=C(CCC1CCCN(C(=O)c2ccc3c(c2)OCO3)C1)NCc1ccc(F)c(F)c1 (stereo unspecified) | 1781 | 1738
CC(C)N=C1SC(CC(=O)Nc2ccccc2)C(=O)N1C(C)C (stereo unspecified) | 1678 | 1682
Nc1nnnn1CC(=O)OCc1cccc(Br)c1 | 1579 | 1628
O=C1C(=O)N(CC2CCCO2)C(c2ccco2)/C1=C(/O)c1ccc(F)cc1 (stereo unspecified) | 1599 | 1560
Cc1c(NC(=O)CCC2CCCCC2)cc(C(=O)N2CCOCC2)cc1[N+](=O)[O-] | 1715 | 1736
COc1ccc(NC(=O)c2cc(C)nc3ccccc23)cc1S(=O)(=O)Nc1ccccc1Cl | 1754 | 1671
CCn1cc(CNC(=O)c2cccc([N+](=O)[O-])c2)c(C)n1 | 1526 | 1496
CC(=O)Nc1ccc(S(=O)(=O)N(C)CC(=O)OCC(=O)c2cc(C)n(-c3ccc4c(c3)OCO4)c2C)cc1 | 1853 | 1481
O=S(Cc1ccc(Br)cc1)Cc1nnc(SCc2ccc(Br)cc2)n1-c1ccccc1 (stereo unspecified) | 1742 | 1455
CCc1nn(CC(=O)NCCCN2CCCC2=O)c(=O)c2cc3sccc3n12 | 1636 | 1317
Cc1ccc(N2C(=O)C3N=NN(CC(=O)N4N=C(c5ccccc5)CC4c4ccccc4)C3C2=O)cc1 (stereo unspecified) | 1842 | 1643

Continuation.
SMILES | SRC1 TRFRET art | SRC3 TRFRET art
CCn1c(O)c(N=N)c2ccccc21 | 1832 | 1643
COC(=O)/C=C1/SC(=NC(=O)c2ccccc2)NC1=O | 1751 | 1516
Cc1c(/C=N\NC(=O)c2ccc(F)cc2)cnn1C | 1868 | 1540
CSc1nc(C)c(CCOCc2ccc(F)cc2)c(=O)[nH]1 | 1865 | 1576
O=C1NC(=Nc2ccc3ccccc3c2)S/C1=C/c1ccco1 | 1905 | 1687
Cn1c(N)c(C(=O)COC(=O)/C=C/c2ccc(OC(F)F)cc2)c(=O)n(C)c1=O | 1797 | 1486
COC1=C(OC)c2ccccc2C(C(=O)O)N/C1=C(/C)Nc1ccncc1 (stereo unspecified) | 1917 | 1696
O=C1/C(=C\c2ccc([N+](=O)[O-])cc2)CCc2ccccc21 | 2048 | 1553
CC(C)C(=O)NCCc1c[nH]c2ccccc12 | 1836 | 1576
O=[N+]([O-])c1cc(C(F)(F)F)cc([N+](=O)[O-])c1N1CCN(S(=O)(=O)c2ccccc2)CC1 | 1928 | 1648
COCCNC(=O)Cn1cc(C(=S)N2CCCCC2)c2ccccc21 | 1741 | 1311
O=C(Nc1ccc(Cl)c(Cl)c1)OCCNC(=O)c1ccncc1 | 1771 | 1535
N#C/C(=C\c1ccc(N2CCOCC2)c([N+](=O)[O-])c1)c1nc2ccccc2[nH]1 | 1558 | 1599
CCOc1ccc(CC(=O)OCc2cc(=O)n3cc(Br)ccc3n2)cc1 | 1686 | 1779
O=C(COC(=O)c1ccccc1O)NCCCc1ccccc1 | 1652 | 1149
CCOC(=O)c1sc(NC(=S)NC(=O)C23CC4CC(CC(C4)C2)C3)cc1C | 1595 | 1700
O=C(c1ccccc1)N1CCN=C1SCc1ccc([N+](=O)[O-])cc1 | 1871 | 1668
CCC(C)NC(=O)CCSc1ccc(C)cc1 (stereo unspecified) | 1865 | 1719
COc1ccc(CCN2C(=O)NC(NS(=O)(=O)c3ccc(Cl)cc3)(C(F)(F)F)C2=O)cc1OC (stereo unspecified) | 1609 | 1515
COc1ccc(N(Cc2ccccc2)S(=O)(=O)c2ccc(C)cc2)cc1 | 1945 | 1579
COC(=O)/C(=N\Nc1ccc(Cl)cc1)Sc1nnc(-c2ccc(OC)cc2)n1C | 1686 | 1398
S=C(Nc1ccc(Cl)cc1)N1CCCC1 | 1635 | 1535
CCCNC(=S)N1CCC(NC(=O)Nc2ccc(C)cc2)CC1 | 1676 | 1614
COc1nc(Cc2ccc(Cl)cc2)nc2ccccc12 | 1800 | 1481
Cc1ccc(CN2CCN(/N=C/c3cccnc3)CC2)c(C)c1 | 1717 | 1559
Cc1ccc(NC(=O)CCC(=O)NNC(=S)Nc2ccccc2)c(C)c1 | 1723 | 1614
CC(C)Oc1ccc(/C=N/NC(N)=S)cc1 | 2004 | 1685
Cc1nnc(SCc2c(Cl)cccc2[N+](=O)[O-])s1 | 1658 | 1361
O=C(c1ccccc1)c1cccn1CC(=O)N1CCc2ccccc2C1 | 1625 | 1632
COc1ccc(/C=N/NC(=O)CC(=O)NC2CCCCC2)cc1 | 1543 | 1667
COc1ccc(NS(=O)(=O)c2ccc(S(=O)(=O)N3CCOCC3)cc2)cc1 | 1976 | 1662
CC(C)=C(NC(=O)c1ccccc1)C(=O)NCc1ccccc1 | 1776 | 1654
COc1ccc(/C=N/NC(=O)COc2cc(C)cc(C)c2)cc1COC(C)=O | 1843 | 1589
CCOC(=O)NC(Nc1ccc(OC)cc1)(C(F)(F)F)C(F)(F)F | 1932 | 1672
COc1ccc(C)cc1S(=O)(=O)Nc1cccc(C)c1 | 1631 | 1211
CC(=O)c1ccc(N2CCN(C(=S)Nc3ccc(Oc4ccccc4)cc3)CC2)cc1 | 2051 | 1784
CN(C)CCCN(Cc1cc2cc3c(cc2[nH]c1=O)OCO3)C(=S)Nc1cccc(Cl)c1 | 1557 | 1581
CCOC(=O)c1sc(NC(=O)c2cc(-c3cccc(O)c3)on2)c(C(=O)OCC)c1C | 1675 | 1663
COCCNC(=S)NN=C1CCCCCC1 | 1904 | 1646
COC(=O)c1cc2n(n1)CCCNC2=O | 1534 | 1383
Cc1nonc1NC(=O)CSc1nc2ccccc2[nH]1 | 1819 | 1607
O=C1CC(c2cccc(Cl)c2)CC(O)=C1C=Nc1cccc(Cl)c1 (stereo unspecified) | 2040 | 1966
O=C(CSc1cccc[n+]1[O-])c1ccc(Cl)cc1 | 1470 | 1454
O=C(/C=C/c1ccccc1)Nc1cc(C(=O)O)cc(C(=O)O)c1 | 1788 | 1608
CC(C)(C)C(=O)CSc1nnc(Nc2ccccc2)s1 | 1982 | 1561
COc1cc2nc(C3CCC3)nc(N3CCN(c4ccccc4OC)CC3)c2cc1OC | 1682 | 1756
CC(C)Cc1nc(Cl)c(C#N)c2c1CCCC2 | 1692 | 2298*
CC(=O)Nc1ccc(NCN2C(=O)[C@@H]3[C@H]4CC[C@H](C4)[C@@H]3C2=O)cc1 | 1571 | 1628
CC(C)c1ccc(NC2=NCC(=O)N2Cc2cccs2)cc1 | 1741 | 1595
CNC(=O)c1nc(C)n(-c2ccc(Cl)cc2Cl)n1 | 1679 | 1469
Cn1cnnc1SCC(=O)Nc1ccc(OC(F)F)cc1 | 1869 | 1633
O=C(O)CCNS(=O)(=O)c1ccc2c(c1)CCCC2 | 1908 | 1599
COC(=O)C1=C(C)N(C)C(=S)NC1c1ccc(Cl)cc1 (stereo unspecified) | 1888 | 1565
O=C(NCCCN1CCOCC1)C(=O)N/N=C/c1ccc2c(c1)OCO2 | 1983 | 1823

Source: PubChem

Rows were taken by chance; about 0.65% have a hit in one of these screens.
